12-LOX inh – inhibitors of human 12S-lipoxygenase ALOX12 | P18054 | purified 12hLO, xylenol orange hydroperoxide absorbance | Potency, µM (top dose mostly 108 µM), inactives show at the top dose activity change, negative = inhibition, hits mostly inhibitors | 580,000 compounds, 1.1% hits | AID 1671190; note: potency is the fitted concentration of half-maximal effect; % is set by controls: 0 for no effect and ±100 for the full control effect
Target sequence (P18054 whole entry, looked up): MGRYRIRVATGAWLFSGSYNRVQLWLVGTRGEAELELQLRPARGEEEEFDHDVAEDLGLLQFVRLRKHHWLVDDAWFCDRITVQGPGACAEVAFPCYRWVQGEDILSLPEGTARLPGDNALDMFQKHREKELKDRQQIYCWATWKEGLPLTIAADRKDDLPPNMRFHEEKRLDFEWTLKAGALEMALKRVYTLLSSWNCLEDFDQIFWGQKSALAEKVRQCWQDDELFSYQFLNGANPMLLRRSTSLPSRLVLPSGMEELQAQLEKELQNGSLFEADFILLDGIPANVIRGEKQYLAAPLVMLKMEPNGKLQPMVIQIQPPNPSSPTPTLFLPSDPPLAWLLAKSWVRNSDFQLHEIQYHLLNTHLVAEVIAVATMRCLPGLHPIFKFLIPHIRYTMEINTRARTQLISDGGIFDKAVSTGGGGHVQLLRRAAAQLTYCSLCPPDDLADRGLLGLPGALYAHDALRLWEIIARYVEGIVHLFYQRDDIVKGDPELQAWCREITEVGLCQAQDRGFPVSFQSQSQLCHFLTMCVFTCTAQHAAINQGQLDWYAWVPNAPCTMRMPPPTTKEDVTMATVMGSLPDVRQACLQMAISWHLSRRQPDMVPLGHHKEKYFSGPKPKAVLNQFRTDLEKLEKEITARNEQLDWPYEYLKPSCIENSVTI
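Purified human 12hLO (150 nM final) in 25 mM Hepes, 0.01% Triton X-100, pH 7.0 was preincubated 15 min at room temperature with compound. Then 40 uM arachidonic acid was added, 30 min. Hydroperoxide was read by Fe-XO absorbance ratio 573/405 nm.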
POLK inh – DNA polymerase kappa (human) inhibition; Q9UBT6; purified Pol kappa, fluorescent DNA synthesis assay, 10 min; Potency, µM (series often up to 107 µM), inactives show at the top dose activity, negative = inhibition, most hits filed as inhibitors; 400,000 compounds, 0.53% hits; AID 588579; note: potency is the fitted concentration of half-maximal effect; % is set by controls: 0 for no effect and ±100 for the full control effect
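Enzyme at 10 nM met test compounds for 15 min at room temperature. Substrate addition (50 nM final) began the reaction, which was monitored by fluorescence at 0 and 10 min.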
Anesthetic bind – binds horse apoferritin like a general anesthetic; P02791; apoferritin/1-aminoanthracene competitive binding, fluorescence; Potency, µM (highest dose often 77.5 µM), for the others: at the highest dose activity change, negative = displacement, actives largely listed as inhibitors; 350,000 compounds, 0.074% hits; AID 485281; note: potency is the fitted concentration of half-maximal effect; % is set by controls: 0 for no effect and ±100 for the full control effect; nearly all actives have a fitted effect of over 20% in size
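Horse-spleen apoferritin (10 uM) was mixed with 50% saturated 1-aminoanthracene in PBS, exposed to compounds for 10 min at room temperature, and read for fluorescence (ex 380 nm, em 535 nm). Competitive displacement was fitted with a four-parameter Hill equation.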
APE1 inh – inhibitors of human APE1 endonuclease | recombinant APE1, TAMRA/BHQ-2 abasic DNA cleavage fluorescence | Potency, µM (top dose mostly 65.8 µM), for the others: at the highest dose activity change, negative = inhibition, usual class: inhibitors | 350,000 compounds, 0.35% hits;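 note: potency is the fitted concentration of half-maximal effect; plate controls were vehicle for no effect and reference inhibitor for full effect; nearly all actives have a fitted effect of over 55% in size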
Target sequence (P27695 whole entry, looked up): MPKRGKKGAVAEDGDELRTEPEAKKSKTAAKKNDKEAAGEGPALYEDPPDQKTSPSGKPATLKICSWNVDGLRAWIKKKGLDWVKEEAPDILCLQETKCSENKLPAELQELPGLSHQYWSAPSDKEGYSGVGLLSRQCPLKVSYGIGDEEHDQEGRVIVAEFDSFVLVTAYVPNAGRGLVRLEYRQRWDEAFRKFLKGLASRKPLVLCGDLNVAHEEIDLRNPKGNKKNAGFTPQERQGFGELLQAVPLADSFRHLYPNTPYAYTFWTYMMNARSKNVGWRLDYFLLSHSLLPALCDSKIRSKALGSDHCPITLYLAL
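Compound pre-exposure to 0.75 nM APE1, 15 min at ambient temperature. Reaction initiated with 50 nM TAMRA/BHQ-2 THF substrate, read immediately in kinetic mode, 525 nm excitation, 598 nm emission.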
Pol beta inh – inhibitors of human DNA polymerase beta; P06746; 340,000 compounds, 1.3% hits; Pol beta primer extension/strand displacement, fluorescence kinetic; Potency, µM (top dose mostly 114 µM), without a hit: at the highest dose activity change, negative = inhibition, most hits filed as inhibitors; AID 485314; note: potency is the fitted concentration of half-maximal effect; % is set by controls: 0 for no effect and ±100 for the full control effect
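Curves were derived by four-parameter Hill fits of normalized qHTS data. The kinetic fluorescent primer-extension read was taken at 0 and 10 min after 50 nM substrate, following a 15 min room-temperature preincubation of 10 nM enzyme with compounds.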
TRHR agonist – agonists of human TRH receptor | P34981 | TRHR cells, calcium flux fluo-8, FDSS agonist mode | activation, % at 2 µM | 360,000 compounds, 0.18% hits | AID 493084; in the data active = activation above about 30%; note: 0% is about no effect
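TRHR-expressing cells loaded with fluo-8 calcium dye; 23 nL library compound pin-transferred, kinetic FDSS fluorescence (Ex 480/Em 530) recorded about 180 s for agonist-induced calcium release, before a 10 nM TRH EC20 addition for potentiator mode.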
POLI inh – blocks human DNA polymerase iota activity; 390,000 compounds, 1% hits; AID 588590; Potency, µM (top dose mostly 115 µM), inactives show top-dose activity, negative = inhibition, actives largely listed as inhibitors; Pol iota fluorescent replication assay, 10 min; note: potency is the fitted concentration of half-maximal effect
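Pol iota at 10 nM preincubated 15 min with compounds at room temperature; reaction started with fluorescent substrate, 50 nM final. Fluorescence read kinetically at 0 and 10 min; buffer-only wells as negative control.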
BLM helicase inh – Bloom syndrome helicase (human) inhibition; Potency, µM (highest dose often 56.1 µM), for inactives: at the highest dose activity change, negative = inhibition, actives largely listed as inhibitors; P54132; 350,000 compounds, 0.2% hits; AID 2528; recombinant BLM DNA unwinding, fluorescence dequenching;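 note: potency is the fitted concentration of half-maximal effect; plate controls were vehicle for no effect and no enzyme for full effect; nearly all actives have a fitted effect of over 35% in size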
ERG Ets-DNA blk – ERG Ets/DNA interaction inhibition. 370,000 compounds, 0.028% hits. Potency, µM (series often up to 76.9 µM), inactives show top-dose FP activity, negative = inhibition, actives largely listed as inhibitors. fluorescence polarization, His-ERG Ets domain / labelled DNA. P11308; active = well fitted inhibition curve with a large enough effect in the polarisation, with a control signal flat; inconclusive = small, poorly fitted or top-dose-only effect, or effect the other way, or a change in a side signal; inactive = no such curve, though single readings can be large or run the other way; the % refers to the polarisation;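 note: polarization taken with two DNA probes labelled with fluorescein and Texas red; potency is the fitted concentration of half-maximal effect; % of control where 0% means no effect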
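His-tagged ERG Ets domain (1 uM in the protein solution; 300mM KCl, 50mM Tris-HCl, 1mM EDTA, 1mM DTT, pH 7.5) received compound, then a probe mix of 5 nM fluorescein-DNA and 100nM Texas-615-DNA. Fluorescence polarization was read for both dyes.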
Starred values were filed as active, the others as inactive; ? = inconclusive; / = not tested or not shown; & = joins results of further samples; [ ] = remark or other dose. Unless noted, calls come from the whole dose curve; as a rule, active = well fitted curve in the direction sought with a large enough effect; inconclusive = small, poorly fitted or top-dose-only effect, or another doubt; inactive = no such curve, though single readings can be large; an effect the other way counts as inactive or inconclusive.

SMILES | 12-LOX inh | POLK inh | Anesthetic bind | APE1 inh | Pol beta inh | TRHR agonist | POLI inh | BLM helicase inh | ERG Ets-DNA blk
Cc1ccccc1CC(=O)NCC1CCCCC1 | 4% | -1% | -17% | -22% | 16% | 0.3 | 56%[activator] | -3% | -13%
CN1/C(=C/C(=O)C2CCC2)Sc2ccccc21 | -21% | -3%[60.1 µM] | -13% | -7% | 11% | -0.5 | -1% | 2% | /
N#CC1=C(N)C2=C(N3CCCCC3)CCCC2C1(C#N)C#N (stereo not drawn) | / | 50µM* | 3% | 35µM* | 0% | 1.0 | ? | -19% | -2%
CC(=O)Cn1c(C(F)(F)F)nc2ccccc21 | ? | -11% | -9% | -3% | 17% | -0.9 | 6% | -3% | 0%
COC(=O)c1sccc1NC(=O)c1cc(OC)cc(OC)c1 | -2% | 1% | -9% | -5% | ? | -0.6 | ? | -27% | 3%
CC12CCC(=O)C=C1CCC1C2CCC2(C)C(C(=O)CO)CC(O)C12 (stereo not drawn) | 14% | -11% | / | / | / | / | 92%[activator] | / | -4%
Cc1ccc(NC(=O)CN2C(=O)CN(C)C2=O)cc1S(=O)(=O)N1CCCCC1 | ? | -3% | -8% | -5% | 33% | -0.3 | 82%[activator] | -8% | 0%
COc1cccc(C(=O)OCC(=O)NC(=O)NC2CCCC2)c1O | -1% | -3% | ? | 3% | -1% | 0.5 | 89%[activator] | -2% | -1%
CCN(CC)CC(=O)Nc1c2c(nc3ccccc13)N(C)CC2 | 10% | 4% | 4% | -3% | 12% | 0.1 | 144%[activator] | -1% | 3%
COc1cccc(C=NNC(=O)C2CC2)c1 | 11% | -2% | / | / | / | / | 32%[activator] | / | 16%
COc1ccc(-c2ccc([C@H]3[C@@H]4C=CCC[C@@]4(C)C(=O)N3Cc3ccccc3)c(F)c2)cc1 | -24% | -8% | 52%[activator] | -3% | 3% | 0.7 | -10% | -12% | 1%
COC(=O)C1=C(C)NC(C)=C(C(=O)OC)C1C1CC=CCC1 (stereo not drawn) | 7% | -12% | -7% | -1% | 1% | -0.4 | 2% | 1% | -3%
NC(=O)C1CCN(CCCNC2CC(=O)N(Cc3ccc(N4CCCC4=O)cc3)C2=O)CC1 (stereo not drawn) | 217%[activator] | 4% | / | / | / | / | -23% | / | -6%
CCC(NC(=S)NCc1ccc(F)cc1)c1ccc(C(C)C)cc1 (stereo not drawn) | ? | -10% | -14% | 8% | 10% | 2.0 | 35%[activator] | -18% | 4%
O=C(O)CCCC(=O)Nc1ccccc1C(=O)N1CCOCC1 | 1% | -6% | -3% | -1% | -10% | 0.9 | ? | 0% | -5%
CC1CCCCC1NC(=O)CO/N=C/c1ccccc1OC(F)F (stereo not drawn) | -10% | -2% | -9% | 14% | 25% | -0.3 | 27% | -5% | -14%
COC(=O)C1=C[C@@H](C(=O)OC)[C@@H]2C3=C(C(=O)[C@@]2(C)NC(=O)c2ccccc2)[C@H](C)[C@@H]2C(=O)N(Cc4ccccc4)C(=O)[C@@H]2[C@@H]3C1 | / | -7% | -20% | -7% | / | / | 19% | -5% | /
COc1ccc(C2C(=O)N(C3CCC(C)CC3)CC(=O)N2C2CCCCC2)cc1OC (stereo not drawn) | -18% | -6%[60.1 µM] | -12% | / | 29% | -0.2 | -7% | -1% | 1%
COc1ccc(SCCc2nnc(-c3ccccc3)o2)cc1 | -5% | 4% | 2% | 66%[activator] | 0% | -0.5 | -27% | -2% | 11%
O=C(CO/N=C/c1cccc([N+](=O)[O-])c1)NC1CCCCC1 | -15% | 3% | ? | 20% | 3% | -1.4 | 160%[activator] | -8% | 12%
COc1ccc(C(=O)N2CCC[C@@]3(CCN(C(=O)Nc4cccc(C#N)c4)C3)C2)cc1 | -1%[57.4 µM] | -8%[60.1 µM] | / | 0% | / | / | / | -4% | /
Cc1ccc(C(=O)N2Cc3ccccc3CC2C(=O)O)cc1 (stereo not drawn) | -19%[57.4 µM] | -10% | -4% | 4% | 0% | -0.5 | 44%[activator] | -5% | /
CCCCn1c(N)c(N(CC)C(=O)CSCc2c(C)noc2C)c(=O)[nH]c1=O | 2% | -9% | -4% | -18% | 45% | 0.1 | 23% | -4% | 6%
CC(C)(C)OC(=O)[C@H](Cc1ccccc1)NC(=O)c1nc[nH]c1C(=O)N1CCc2ccccc2C1 | 9% | -22% | ? | -2% | 4% | -1.3 | 13% | -13% | 5%
COc1ccccc1NC(=O)COC(=O)CC(C)(C)CC1=NS(=O)(=O)c2ccccc2N1 | 0%&-22% | -12% | 7%&-13% | -10% | 35%&2% | -0.7&-0.3 | 0%&11% | -2%&-1% | -6%&-5%
O=C1CC(C(=O)Nc2ccc(Br)cc2)C2(CCCC2)O1 (stereo not drawn) | ? | / | -4% | 8% | -2% | 1.6 | / | -2% | /
Cc1nc(C)n(C(Oc2ccc(Cl)cc2Cl)C(=O)C(C)(C)C)n1 (stereo not drawn) | 11% | -3% | / | / | / | / | 2% | / | -2%
O=C(Nc1c(F)cc(F)cc1Br)c1cc(-c2ccccc2)on1 | ? | 3% | -3% | -8% | 56% | 0.7 | 16% | 4% | -9%
CCCCC(=O)Nc1cc(Cl)ccc1C(=O)O | -17% | 5% | -16% | 2% | 3% | -0.7 | 6% | -4% | 3%
COC(=O)c1ccc(NC(=O)C(C)Sc2nc(=O)cc(N)n2CCc2ccccc2)cc1 (stereo not drawn) | -6% | -24% | -13% | / | -1% | -2.5 | 49%[activator] | -6% | -3%
CCn1c(COc2ccccc2)nnc1SCC(=O)NCc1ccco1 | -5% | -7% | -4% | 14% | 27% | 0.0 | 3% | 1% | -10%
COc1ccc(N2CCN(C(=O)C3CCN(S(=O)(=O)c4ccc5c(c4)oc(=O)n5C)CC3)CC2)cc1 | 10% | 1% | 3% | 42% | 53% | 0.3 | 28% | -1% | -3%
Cc1[nH]c2ccc(F)cc2c1CCN(Cc1cccnc1)C(=S)NC(C)(C)C | -2% | 3% | -6% | 26% | 1% | 1.2 | 19% | 2% | -17%
CNC(=S)Nc1cccc(C(=O)O)c1 | -17% | 1% | -3% | 0% | -15% | -0.2 | 19% | -3% | -20%
NC(=O)c1c(NC(=O)c2ccc(F)cc2)sc2c1CCC2 | 18µM* | -10% | -9% | 16% | -4% | 2.1 | 15% | -7% | 6%
Cc1cccc(Cn2c(CNS(=O)(=O)c3ccc(C(C)C)cc3)nc3cccnc32)c1 | -7% | -4%[60.1 µM] | -2% | / | 9% | -0.6 | 27% | -1% | -2%
C/C(=N\NC(=O)COc1ccccc1-c1ccccc1)c1ccccn1 | 13% | -9% | ? | ? | 21% | -1.9 | 69%[activator] | -12% | -15%
CCCCNC(=O)[C@@](CC)(ONc1ccccc1C(F)(F)F)c1cccc2ccccc12 | -13% | -15% | / | -4% | / | 0.3 | -10% | / | -1%
O=C(CNC(=O)c1ccc(Br)cc1)NCC(=O)OCC(=O)c1ccc(F)cc1 | 455%[activator] | -3% | -2% | -4% | ? | -0.9 | 31%[activator] | -4% | 3%
COc1ccc(S(=O)(=O)Nc2ccc(-c3ccc(N4CCCC4)nn3)cc2)cc1C | -5% | -14% | / | -5% | / | 0.0 | 96%[activator] | / | 8%
CN(Cc1cc(Br)cc(Br)c1N)C1CCCCC1 | ? | -11%[60.1 µM] | -19% | 1% | / | / | / | 3% | /
COc1ccc(CCC(=O)N2CCN(S(=O)(=O)c3ccc4ccccc4c3)CC2)cc1 | 304%[activator] | -21% | 44%[activator] | -5% | 16% | -0.5 | -5% | 0% | -2%
CCN(CC)S(=O)(=O)c1cccc(NC(=O)CCNC(=O)NC23CC4CC(CC(C4)C2)C3)c1 | / | -7% | / | -5% | / | 0.1 | 36%[activator] | / | 11%
Cc1ccc(CNC(=O)CCCC(=O)Nc2cc(C)on2)cc1 | 11% | -13% | -4% | 1% | 71% | -1.3 | 25% | 1% | 13%
Nc1c(Cl)cnc(C(Cl)(Cl)Cl)c1Cl | -26% | -6% | ? | -4% | -2% | 0.7 | 125%[activator] | -7% | 9%
CCOC(=O)C1CCCN(CCC(=O)Nc2ccc(F)c(F)c2)C1 (stereo not drawn) | -26% | -2% | 6% | -1% | 28% | -0.4 | 26% | 5% | /
O=C1N/C(=C/c2ccc(N3CCOCC3)o2)C(=O)N1c1cccc(Cl)c1 | ? | -5%[60.1 µM] | -19% | -5% | 12% | 1.6 | ? | -5% | 30%[activator]
CCCc1c(O)nc(SC2CC(=O)N(c3cc(OC)ccc3OC)C2=O)[nH]c1=O (stereo not drawn) | ? | -7% | -8% | -4% | 1% | 0.2 | 7% | 1% | 5%
CCOC(=O)Cn1c(=O)oc2cc(S(=O)(=O)N(C)c3cccc(C)c3)ccc21 | -2% | -10% | -1% | 1% | -25% | 0.9 | -8% | -7% | 5%
COc1ccc(NC(=O)COc2nc3ccccc3nc2N2CCOCC2)c(OC)c1 | -19% | 1% | -3% | 7% | 6% | 0.0 | 45%[activator] | -3% | 1%
O=C(Cn1cc([N+](=O)[O-])cn1)NC1CCCCCC1 | -3% | 6% | -10% | -12% | 25% | 0.4 | 49%[activator] | -1% | 3%
COc1ccc(CCNS(=O)(=O)c2cc3c4c(c2)CCN4C(=O)CC3)cc1 | ? | -14% | / | 45%[activator] | / | 0.2 | 28% | / | 9%

A portion of the library. The share of hits here may be higher or lower than overall.
